High-throughput results from PubChem.
TDP-43 yeast inh – TDP-43 toxicity inhibition in yeast | TDP-43 expressing yeast growth rescue, BacTiter-Glo, 24 h | Potency, µM (highest dose often 46.1 µM), without a hit: top-dose growth rescue (activation), actives largely listed as activators | actives 1.8% (n = 410,000); further: % of control where 0% means no effect; nearly all actives have a fitted effect of over 50% in size
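Readout is BacTiter-Glo luminescence of cell growth, so inhibitors register as activators. TDP-43-expressing yeast at OD600=0.02 in galactose medium, after raffinose pregrowth to mid-log, were incubated with compound for 24 hr at 30 deg C.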
KB-3-1 tox – KB-3-1 parental cell cytotoxicity; KB-3-1 viability, CellTiter-Glo ATP luminescence, 72 h; actives 1.4% (n = 400,000); AID 1347075; Potency, µM (titrated, usually from 46.1 µM), without a hit: at the highest dose activity change, negative = cytotoxic, actives largely listed as cytotoxic; further: on the % scale 0 is the no-effect control and ±100 the full control effect; nearly all actives have a fitted effect of over 60% in size
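72 h, 37 °C compound treatment of KB-3-1 parental cells; CellTiter-Glo added, 10 min, luminescence read. Data corrected against DMSO-only plates and normalized before curve fitting.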
GLP-1R agonist – agonists of human GLP-1 receptor. P43220. HEK293 GLP-1R CRE-luciferase, luminescence, 4-6 h; cells express a hypersensitive GLP-1R form. Potency, µM (doses to about 45.6 µM), for the others: at the top dose activation, actives largely listed as activators. actives 0.007% (n = 380,000). AID 624172; further: % of control where 0% means no effect
Target sequence (P43220 whole entry, looked up): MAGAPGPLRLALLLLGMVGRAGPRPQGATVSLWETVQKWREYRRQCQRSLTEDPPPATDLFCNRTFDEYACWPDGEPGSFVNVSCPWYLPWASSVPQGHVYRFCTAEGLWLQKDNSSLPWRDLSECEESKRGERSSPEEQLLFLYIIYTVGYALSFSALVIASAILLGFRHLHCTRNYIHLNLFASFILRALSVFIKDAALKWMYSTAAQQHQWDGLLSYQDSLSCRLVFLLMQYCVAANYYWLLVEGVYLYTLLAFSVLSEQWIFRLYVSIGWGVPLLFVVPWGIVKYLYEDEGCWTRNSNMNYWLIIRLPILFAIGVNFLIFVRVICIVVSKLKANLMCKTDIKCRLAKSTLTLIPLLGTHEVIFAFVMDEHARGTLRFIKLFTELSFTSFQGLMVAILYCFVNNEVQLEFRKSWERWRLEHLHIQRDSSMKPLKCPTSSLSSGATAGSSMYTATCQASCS
GLP-1R inv ag – acts as inverse agonist at human GLP-1 receptor; P43220; HEK293 GLP-1R CRE-luciferase, luminescence, 24 h; GLP-1R form is constitutively active; Potency, µM (highest dose often 38.3 µM), for the others: top-dose activity change, negative = inhibition, usual class: inhibitors; actives 1.6% (n = 410,000); AID 624417; further: on the % scale 0 is the no-effect control and ±100 the full control effect; nearly all actives have a fitted effect of over 55% in size
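Assay principle: reduced luminescence from a cAMP-responsive reporter in HEK293 cells co-expressing a constitutively active GLP-1R. Conditions: 24 hr compound incubation, 37 deg C, 5% CO2.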
HEK293 tox – cytotoxicity counter-screen for GLP-1 receptor inverse agonists; HEK293 cAMP-luciferase reporter cells, luminescence, 24 h; Potency, µM (highest dose often 38.3 µM), for inactives: at the top dose activity change, negative = inhibition, actives largely listed as inhibitors; actives 0.13% (n = 410,000); AID 624418;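 further: loss of luciferase light is scored as toxicity; on the % scale 0 is the no-effect control and ±100 the full control effect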
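Luminescence readout: signal drop marks cytotoxicity. Plated cells grew 12 h at 37 °C, 5% CO2, received 23 nL compound for 24 h, then got luciferase reagent, read after 12 min at RT.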
HT1080 IDH1KD tx – toxicity to HT-1080 IDH1 knockdown cells (counter line) | HT-1080 IDH1 knockdown viability, ATP luminescence, 48 h | Potency, µM (titrated, usually from 46.1 µM), for inactives: at the highest dose activity, negative = toxicity, actives largely listed as cytotoxic | actives 2% (n = 360,000) | AID 686971;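 further: 0% = DMSO wells and -100% = cell-free medium wells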
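Using the IDH1-knockdown HT-1080 line run in the same batch and compound series as the NT line, viability after 48 h at 37 °C was determined by CellTiter-Glo luminescence and expressed as % activity.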
SW480 rerep – DNA re-replication induction in SW480 cells | SW480 DNA re-replication, Hoechst DNA content imaging, 48 h | Potency, µM (titrated, usually from 46.1 µM), for inactives: at the top dose re-replication activation, actives largely listed as activators | actives 1.8% (n = 340,000); further: % of control where 0% means no effect; nearly all actives have a fitted effect of over 55% in size
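Image-based read-out: total Hoechst fluorescence of nuclei (405 nm excitation, 500-530 nm emission), with hits raising the fraction of high-intensity nuclei. SW480 colon cells incubated 48 hr with compounds at 37 C.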
HT1080NT lethal – kills 2HG-producing HT-1080-NT fibrosarcoma cells; actives 1.6% (n = 360,000); AID 686970; Potency, µM (doses to about 46.1 µM), for inactives: top-dose activity, negative = less viability, usual class: cytotoxic; HT-1080-NT fibrosarcoma viability, CellTiter-Glo ATP luminescence, 48 h;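 further: NT is the 2HG producing partner of a matched IDH1 knockdown line; 0% = DMSO-treated cells and -100% = media-only wells without cells; nearly all actives have a fitted effect of over 55% in size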
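A 48-hour cytotoxicity screen used HT-1080-NT cells plated 2 hours before compound delivery. ATP-based CellTiter-Glo luminescence measured viability, normalized to DMSO and no-cell controls.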
KB-V1 cytotox – KB-V1 MDR subline cytotoxicity; KB-V1 MDR cells viability, CellTiter-Glo, 72 h; actives 3.4% (n = 400,000); Potency, µM (doses to about 46.1 µM), for inactives: top-dose activity change, negative = cytotoxicity, most hits filed as cytotoxic; further: on the % scale 0 is the no-effect control and ±100 the full control effect; nearly all actives have a fitted effect of over 60% in size
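Potencies derive from concentration-effect curves fitted to normalized luminescence (CellTiter-Glo) of KB-V1 cells treated for 72 h at 37 degrees C in phenol-red-free DMEM containing 10% FBS.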
* = called active by the depositor; ? = inconclusive; . = no result given; & = joins results of further samples; ! = not confirmed by another sample; [ ] = remark or other dose. The call rests on the fitted dose curve; in most records, active means well fitted curve in the direction sought with a large enough effect; inconclusive means small, poorly fitted or top-dose-only effect, or another doubt; inactive means no such curve, though single readings can be large; an effect the other way counts as inactive or inconclusive. Potency means the concentration at half of the fitted maximal effect.

nr | molecule | SW480 rerep | TDP-43 yeast inh | HT1080NT lethal | KB-V1 cytotox | GLP-1R agonist | HEK293 tox | KB-3-1 tox | GLP-1R inv ag | HT1080 IDH1KD tx
1 | Cn1nc(C(=O)Nc2cccc(C(F)(F)F)c2)c2ccccc2c1=O | -3.0% | 11.2µM* | 12.9% | 8.2µM* | 3.9% | -6.7% | -5.1% | ? | 0.9%
2 | CCc1nn(Cc2c(C)cc(C)cc2C)c(=O)c2cc3cc(C)ccc3n12 | . | 23.7% | . | ? | . | -1.0% | 8.1% | 1.5% | .
3 | CN(C)CC(C)(C)CNS(=O)(=O)c1ccc(Cl)c(Cl)c1 | ? | -16.7%&-8.8% | -23.2%&0.0% | -21.8%&-11.9% | 1.1%&-0.6% | -4.9%&2.1% | 6.2%&9.2% | ? | 16.4µM*!
4 | CCN(Cc1ccccc1)S(=O)(=O)c1ccc(N2CCCCS2(=O)=O)cc1 | . | -0.4%[9.22 µM] | . | ? | . | 0.0% | ? | -24.5% | .
5 | CC1(C)Cc2ccccc2C(c2cc3ccccc3oc2=O)=N1 | 11.5%[9.22 µM] | -1.2% | 20.6µM* | -22.2% | -3.0% | 3.0% | ? | ? | ?
6 | Cc1cc(NC(=O)NC(=O)c2ccccc2)no1 | -20.6% | 2.3% | 26.8% | -5.2% | 4.9% | -10.1% | -4.6% | 18.3% | 19.4%
7 | O=C(CCNC(=O)c1ccc(Br)cc1)Nc1ccccc1N1CCCC1 | 1.7% | 16.2% | 1.1% | 0.0% | -1.6% | -10.3% | -1.0% | ? | 1.0%
8 | COc1cccc(NC(=O)NC2CCCc3ccccc32)c1 (configuration not stated) | -5.7% | -5.4%[0.397 µM] | -23.4% | ? | 18.1% | 1.5% | 0.0% | ? | -29.9%
9 | Cc1ccc2nc(Nc3ccccc3)c(/C=N/O)c(=O)n2c1 | ? | ? | -11.0% | -23.4% | -4.3% | 58.8%[activator] | 3.2% | 18.9% | -4.8%
10 | CC1(C(=O)Nc2nnc(C(C)(C)C)s2)Cc2ccccc2C(=O)O1 (configuration not stated) | -1.9% | -6.3% | 9.8%[9.24 µM] | 6.0% | -7.0% | -13.7% | 3.3% | 1.4% | 9.9%
11 | O=C(Cn1nnc2c(cnn2-c2ccc(F)cc2)c1=O)OC1CCCCC1 | -2.1% | 6.4% | -10.2% | -2.9% | 6.5% | -16.1% | -1.7% | ? | -15.5%
12 | CCOC(=O)c1sc2nc3c(SCCC(=O)O)cc(C(=O)c4cc(OC)ccc4O)cn3c(=O)c2c1C | 2.59µM* | 8.2% | -1.6% | -15.7% | -5.7% | -20.6% | 13.2% | -29.9% | 7.7%
13 | CCN(CC)CCCNC(=O)CN1N=C(c2ccc(OC)cc2)CCC1=O | -1.6% | -11.4%&-12.2% | 2.1% | 0.5% | -0.2% | 3.0%&2.4% | -2.3% | -0.8%&16.1% | 12.7%
14 | COC(=O)c1ccsc1NC(=O)CN1CCN(c2ccc(F)cc2)CC1 | -0.1% | 15.3% | -13.9% | ? | 2.2% | 0.4% | -10.7% | ? | -26.1%
15 | O=C(C[n+]1ccn(CCCNP2(=O)C=C(c3ccccc3)OC(c3ccccc3)=C2)c1)c1cccs1 | -8.5% | -12.9% | 0.9% | 13.8% | 2.5% | -7.7% | 14.6% | -13.2% | 0.7%
16 | COC(=O)CC(=O)CSc1nc(C)cc(C)c1C#N | -5.7% | -1.4% | -9.9% | -11.0% | 5.7% | 1.6% | 1.6% | 2.9% | -4.2%
17 | COc1ccc(OCC(O)CNC(=O)c2ccc(Br)cc2)cc1 (configuration not stated) | -0.7% | 26.9% | 4.5% | 4.11µM* | -8.9% | -2.3% | -6.9% | 5.7% | -1.7%
18 | COc1ccc(C2=Nc3ccccc3NC(=O)C2N(CCCn2ccnc2)C(=O)c2cccc(S(C)(=O)=O)c2)cc1 (configuration not stated) | . | 9.8% | 17.0% | 11.2% | -4.9% | -1.5% | 0.0% | 19.9% | 11.2%
19 | CSCCC(NC(=O)c1ccccc1)C(=O)OCC(=O)NCc1ccco1 (configuration not stated) | -35.8%[inhibitor] | -4.0% | 0.9% | -4.5% | -0.8% | 2.2% | -23.6% | 9.9% | 0.9%
20 | Cc1ccc(S(C)(=O)=O)cc1C(=O)OCC(=O)N1CCCC1=O | -4.9% | 9.5% | 6.3% | ? | -10.2% | 8.7% | -10.5% | 2.7% | 6.3%
21 | CCOC(=O)c1ccc(NC(=O)c2nc[nH]c2C(=O)N(C)CCO)cc1 | . | 26.9% | 14.9% | -22.8% | 3.0% | 0.4% | 24.2% | 23.5% | 7.3%
22 | CCOc1ccc(-c2cnc(NCc3ccc(OC)cc3OC)n2C)cc1 | . | 11.6% | . | 17.4% | 3.1% | 1.3% | 0.9% | -8.9% | .
23 | CCc1ccc(NC(=O)CN2CCSc3ccc(S(=O)(=O)N4CCCC4)cc32)cc1 | . | 15.8% | . | 7.31µM* | 7.1% | -11.4% | 16.4µM* | ? | .
24 | O=c1c2ccccc2nnn1CSc1nnc(-c2cccs2)n1Cc1ccccc1 | 9.5% | 0.0% | -28.8% | ? | 19.9% | -2.8% | ? | -25.7% | ?
25 | CCn1c(=O)c(C(=O)Nc2ccc(C)cc2)c(O)c2ccccc21 | -2.4% | -4.5% | 1.3% | 0.0% | 1.7% | 6.9% | -12.0% | 17.7% | 4.2%

Single records, from the list above. Order of screens: SW480 rerep, TDP-43 yeast inh, HT1080NT lethal, KB-V1 cytotox, GLP-1R agonist, HEK293 tox, KB-3-1 tox, GLP-1R inv ag, HT1080 IDH1KD tx
Results for COc1ccc(OCC(O)CNC(=O)c2ccc(Br)cc2)cc1 (configuration not stated) = -0.7%, 26.9%, 4.5%, 4.11µM*, -8.9%, -2.3%, -6.9%, 5.7%, -1.7%
Results for CC1(C(=O)Nc2nnc(C(C)(C)C)s2)Cc2ccccc2C(=O)O1 (configuration not stated) = -1.9%, -6.3%, 9.8%[9.24 µM], 6.0%, -7.0%, -13.7%, 3.3%, 1.4%, 9.9%
Results for Cc1ccc2nc(Nc3ccccc3)c(/C=N/O)c(=O)n2c1 = ?, ?, -11.0%, -23.4%, -4.3%, 58.8%[activator], 3.2%, 18.9%, -4.8%
Results for Cn1nc(C(=O)Nc2cccc(C(F)(F)F)c2)c2ccccc2c1=O = -3.0%, 11.2µM*, 12.9%, 8.2µM*, 3.9%, -6.7%, -5.1%, ?, 0.9%
Results for CCn1c(=O)c(C(=O)Nc2ccc(C)cc2)c(O)c2ccccc21 = -2.4%, -4.5%, 1.3%, 0.0%, 1.7%, 6.9%, -12.0%, 17.7%, 4.2%

Next section
nr | molecule | SW480 rerep | TDP-43 yeast inh | HT1080NT lethal | KB-V1 cytotox | GLP-1R agonist | HEK293 tox | KB-3-1 tox | GLP-1R inv ag | HT1080 IDH1KD tx
26 | CC(Oc1ccccc1F)C(=O)Nc1ccc(-c2nc3ccccc3s2)cc1 (configuration not stated) | . | 1.9% | . | 0.0% | . | 3.6% | -11.1% | 24.0% | .
27 | Cc1ccccc1-n1c(SCC(=O)NC2CC2)nc2ccccc2c1=O | . | 8.5% | -4.6% | -24.1% | -1.4% | -11.4% | -1.5% | 18.2% | 1.3%
28 | C[C@]12CC[C@H](O)C[C@@H]1CC[C@@H]1[C@@H]2CC[C@@]2(C)[C@H]1CCC(=O)[C@]21CCCO1 | -2.8% | -22.1% | 3.9% | -23.0% | 5.4% | 0.5% | 8.3% | 15.8% | 9.7%
29 | O=C(Nc1cccc(Cl)c1Cl)c1ccc2c(c1)N(Cc1cccc(Cl)c1)C(=O)c1ccccc1S2=O (configuration not stated) | . | 1.9% | . | -4.9% | . | 3.8% | 14.1% | 5.1% | .
30 | COc1ccc(C(C[N+](=O)[O-])c2c(C)[nH]n(-c3ccccc3)c2=O)cc1 (configuration not stated) | ? | 10.2% | ? | -7.1% | 6.8% | -12.1% | -2.4% | -29.1% | -24.0%
31 | Cc1ccc(C(=O)Nc2cccc(S(=O)(=O)N3CCCCC3)c2)cc1[N+](=O)[O-] | -31.3% | 8.2% | -5.0% | ? | 10.3% | -33.8% | 20.6µM* | ? | -23.4%
32 | Clc1ccccc1-c1nnc(-c2cccs2)o1 | -8.9% | -11.9% | -15.6% | 12.1% | 12.2% | 7.5% | 17.2% | -16.8% | -3.9%
33 | Cc1cc(C)c(C(O)c2ncc(-c3ccccc3C)[nH]2)c(C)c1 (configuration not stated) | . | 16.3% | ? | -0.1% | 14.3% | 7.9% | 0.0% | 12.6% | -17.3%
34 | CCNc1cc2n(c(=O)n1)CCc1cc(OC)c(OC)cc1-2 | -2.5% | -8.7% | 0.0% | 4.4% | 29.0% | 5.9% | -4.0% | 123.6%[activator] | 2.5%
35 | CC1Cc2ccccc2N1c1ncnc2c1nnn2Cc1ccccc1Cl (configuration not stated) | -0.6% | 4.1% | -2.9% | -8.9% | -9.4% | 1.4% | -19.7% | 14.1% | 2.2%
36 | CC(=O)c1ccccc1NC(=O)COC(=O)C1=NN(c2ccccc2)C(=O)CC1 | -88.4%[inhibitor] | -20.2% | 4.6% | -7.6% | 9.8% | 1.5% | 3.3% | 34.3%[activator] | 1.1%
37 | O=C(Nc1ccccc1C(F)(F)F)C1CCN(S(=O)(=O)Cc2ccccc2)CC1 | . | 16.4% | . | -2.0% | . | -2.1% | 10.5% | -18.7% | .
38 | CCCc1cc(N2CCCC(C(=O)NCc3ccc4c(c3)OCO4)C2)n2ncnc2n1 (configuration not stated) | -4.9% | -12.6% | 0.0%[9.24 µM] | 0.0% | 4.9% | -29.6% | 13.1% | 0.0% | -4.4%
39 | O=C(COC(=O)c1ccncc1)c1ccc(Br)cc1 | -3.8% | 8.9% | 20.3% | -0.3% | 1.9% | 6.1% | 9.8% | 18.0% | 14.6%
40 | CCCn1c(N)c(N(CCOC)C(=O)c2ccc(N3CCCC3=O)cc2)c(=O)[nH]c1=O | -61.5%[inhibitor] | -9.2% | 9.6% | 28.6% | -0.2% | 0.0% | 4.0% | 13.4% | 10.6%
